SENP8 block: blocks human SENP8 cleavage of Nedd8 substrate; 360,000 tested, 0.64% active; recombinant SENP8, Nedd8 substrate fluorescence; inhibition, % at 20 µM; in the data active = inhibition mostly above about 40%, no sharp cut-off; inactive = mostly below about 27%
Target sequence (Q96LD8 whole entry, looked up): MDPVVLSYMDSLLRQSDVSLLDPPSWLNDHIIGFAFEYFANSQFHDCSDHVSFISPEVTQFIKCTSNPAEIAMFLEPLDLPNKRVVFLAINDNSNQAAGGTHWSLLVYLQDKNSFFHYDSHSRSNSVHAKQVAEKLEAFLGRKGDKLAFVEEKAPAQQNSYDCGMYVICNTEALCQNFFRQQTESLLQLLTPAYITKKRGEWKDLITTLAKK
SENP1 inh: blocks the human SENP1 SUMO protease catalytic domain; inhibition, % at 10 µM; recombinant SENP1 catalytic domain, CyPet-SUMO1-YPet FRET cleavage; 360,000 tested, 0.21% active; Q9P0U3; AID 624204;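 active = inhibition at least 30% at 10 µM, raw YFP signal under a set limit, fluorescence ratio 0.5 to 1.5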;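 note: 0% = enzyme with DMSO and 100% = no enzyme wells; some results filed as inactive read as strong as hits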
Target sequence (Q9P0U3 419-644 limits assumed): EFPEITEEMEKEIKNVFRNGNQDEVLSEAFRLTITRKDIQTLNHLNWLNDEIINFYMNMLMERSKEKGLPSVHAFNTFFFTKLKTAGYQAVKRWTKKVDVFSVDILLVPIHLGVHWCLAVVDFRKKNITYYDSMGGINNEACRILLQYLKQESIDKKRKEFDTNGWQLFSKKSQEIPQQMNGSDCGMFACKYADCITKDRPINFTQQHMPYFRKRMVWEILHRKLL
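System: Recombinant human SENP1 catalytic domain, His6-tagged | Incubation: Enzyme reaction for 50 min at room temperature, dark | Medium: Tris pH 8 with BME, BSA, NP40 and catalase | Also added: 25 nM SUMO1 FRET substrate | Compound: 10 µM single point, 0.5% DMSO | Measured by: FRET fluorescence in CFP and YFP emission channels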
The depositor's hits bear a star. A portion of the library; count on the stated rates, not on these rows.

Second line of a record – SENP1 inh, SENP8 block
COc1ccccc1NC(=O)N(C)C[C@H]1Oc2ncc(C#CCN(C)C)cc2C(=O)N([C@H](C)CO)C[C@H]1C
 : -1, 12
c1ccc(-c2csc3ncnc(N4CCc5ccccc5C4)c23)cc1
 : -3, 13
Cc1cn(CC(=O)N[C@H](CO)Cc2c[nH]c3ccccc23)c(=O)[nH]c1=O
 : 1, -1
CC(NC(=O)COC(=O)c1ccccc1O)c1ccccc1 (configuration not stated)
 : 1, 3
CCOC(=O)C(=C1Nc2ccccc2N1)n1c(-c2cnccn2)nc2ccccc21
 : -58, -127
CC(C)Nc1ncnc2c1ncn2[C@H]1CN(Cc2ccc(Cl)cc2)C[C@@H](CO)O1
 : 0, 7
CN(C)CCNC(=O)c1cccc(-c2cnc3c(NC=O)cc(/C=C/c4ccccc4)cn23)c1
 : -32, -499
Cc1ccccc1-c1cc2c(c3c1ccn3C)C1CCC2O1 (configuration not stated)
 : 0, -2
CCc1ccccc1CC1CN(Cc2ccccc2)Cc2ccccc2N1c1ccc(OC)cc1 (configuration not stated)
 : 2, -15
Clc1cccc(-c2cccc3nccn23)c1
 : 2, -485
Cc1cc(O)ccc1-c1cc(C(=O)NCc2ccc(F)cc2)[nH]n1
 : 2, 15
CCOc1ccccc1C=NNC(=O)C(=O)NN=Cc1ccccc1OCC
 : 0, -31
Cc1nc(C(F)(F)F)ccc1C(=O)N1CCC1(C)C(=O)NS(=O)(=O)c1c(C)noc1C (configuration not stated)
 : -1, -175
O=C(Nc1ccccc1Cl)c1ccc(C(=O)Nc2ccccc2Cl)cc1
 : 0, -104
C[C@@H]1CN([C@H](C)CO)S(=O)(=O)c2ccc(Br)cc2O[C@H]1CN(C)C(=O)Nc1cccc(F)c1
 : 2, -2
NC(=O)C1(Nc2ccc(Cl)cc2)CCCC1
 : -1, 16
O=c1[nH]c2cc3c(cc2cc1C(c1nnnn1C1CCCC1)N1CCCc2ccccc21)OCCO3 (configuration not stated)
 : 30, -33
CCOC(=O)C1CCCN(C(=O)C2CCN(S(=O)(=O)c3ccc(Cl)c(C(F)(F)F)c3)CC2)C1 (configuration not stated)
 : 2, 13
CC(C)(C)C(=O)c1c(N)[nH]c(C(=O)c2ccccc2)c1-c1c(F)cccc1F
 : 7, 16
COc1cccc(NC(=O)C2(C)CCN2C(=O)Cc2cccc3ccccc23)c1 (configuration not stated)
 : -1, 12
Nc1cc(N)cc(C(=O)c2ccccc2)c1
 : 1, 43*
CCCS(=O)(=O)NC(=O)C1(C)CCCN(C(=O)c2cncc(Br)c2)C1 (configuration not stated)
 : 0, 14
CCC1Cc2[nH]c(=S)[nH]c(=O)c2C(c2ccc(Cl)cc2)O1 (configuration not stated)
 : -1, 28
CCCCCCCCN1C(=O)[C@H](CC(=O)NCC23CC4CC(CC(C4)C2)C3)C[C@@]2(C(=O)OCC)CCCC=C12
 : 0, 7
CC1(C(=O)NCc2ccc(F)c(F)c2)Cc2c(-c3cccc(C(N)=O)c3)ccnc2O1 (configuration not stated)
 : -2, 13
O=C(Nc1ccccc1C(=O)N1CCOCC1)c1cccc(S(=O)(=O)N2CCCC2)c1
 : -1, 18
O=c1[nH]c(=O)n(CCCc2ccccc2)cc1-c1ccccc1
 : -1, -3
Cn1c(=O)c2sccc2n2c(CCCC(=O)NCc3ccc4c(c3)OCO4)nnc12
 : 1, 9
Cc1cc2c(cc1C)-n1nnnc1C(N1CCN(C(=O)OCc3ccccc3)CC1)C(=O)N2 (configuration not stated)
 : 0, 8
COc1ccc(/C=C2\Cc3ccccc3C2=O)cc1OC
 : -25, -310

Ordered by the number under SENP8 block (low to high): some entries from above.
structure | SENP8 block
Clc1cccc(-c2cccc3nccn23)c1 | -485
COc1ccc(/C=C2\Cc3ccccc3C2=O)cc1OC | -310
Cc1nc(C(F)(F)F)ccc1C(=O)N1CCC1(C)C(=O)NS(=O)(=O)c1c(C)noc1C (configuration not stated) | -175
O=c1[nH]c2cc3c(cc2cc1C(c1nnnn1C1CCCC1)N1CCCc2ccccc21)OCCO3 (configuration not stated) | -33
CCCCCCCCN1C(=O)[C@H](CC(=O)NCC23CC4CC(CC(C4)C2)C3)C[C@@]2(C(=O)OCC)CCCC=C12 | 7

The list goes on:
Second line of a record – SENP1 inh, SENP8 block
O=C(C1CCN(c2nnc(N3CCCC3=O)s2)CC1)N1CCN(Cc2ccc3c(c2)OCO3)CC1
 : 1, 8
CCOC1=C2[C@@H](CN(S(=O)(=O)c3ccc(C)cc3)[C@H]2c2ccccc2Cl)[C@H]2C(=O)N(C(C)(C)C)C(=O)[C@H]2C1
 : 2, 0
O=C1NC(=O)/C(=C\c2ccc(Cl)cc2Cl)N1
 : 0, -2
COCc1cccc(-c2csc(C(O)c3ccc(F)c(F)c3)n2)c1 (configuration not stated)
 : 3, 14
Cc1ccc(O)c(CN(C)Cc2cc(C)ccc2O)c1
 : 0, 6
CCCS(=O)(=O)NC(=O)C1(C)CCN(C(=O)c2sccc2C)C1 (configuration not stated)
 : -2, 13
O=C(NCc1ccccc1)/C(=C\c1cccc([N+](=O)[O-])c1)NC(=O)c1ccco1
 : 0, 18
CCCCN(C)c1c(C)nc2ccc(C(=O)NCCOc3ccc(OC)cc3)cn12
 : -5, 12
Cc1ccc2c(c1)c1c(n2CC(O)CNC(C)(C)C)CCCC1 (configuration not stated)
 : 8, -30
O=C(NN=Cc1ccccc1)C(Oc1ccccc1)c1ccccc1 (configuration not stated)
 : 2, 3
CCCCC[C@@H](/C=C/C1C(=O)C=C[C@H]1C/C=C\CCCC(=O)O)OC(C)=O (some centres not stated)
 : -1, 11
CC(OC(=O)c1ccc2c(c1)OCO2)C(=O)NC1CCCCC1 (configuration not stated)
 : 0, 11
O=C(NC(c1ccccc1)c1ccsc1)C1CCN(CCOc2ccc(Cl)cc2Cl)CC1 (configuration not stated)
 : -1, 15
CC[C@H](C)[C@@H]1NC(=O)[C@@H](CC(C)C)NC(=O)[C@H](C(C)C)NC(=O)[C@H]2CSSC[C@H](NC1=O)C(=O)N2
 : -1, 20
Cc1nc2c(OCc3ccc(F)cc3)cccn2c1N(C)C(=O)CCC1CCCC1
 : -4, 16
CC(C)CC(N)c1csc(NC(=O)C(c2ccccc2)c2ccccc2)n1 (configuration not stated)
 : 2, 9
CCn1cc(CNCc2cn(C)nc2-c2ccc(C3CCCCC3)cc2)cn1
 : 0, 19
Cc1cc(Cl)c2oc(C(=O)N3CCOCC3)c(C)c2c1
 : 0, 14
CCCCNC(=O)C[C@@H]1C[C@@]2(C(=O)OCC)CCC=C2N(CCC2=CCCCC2)C1=O
 : -3, 25
Cc1ccc(-c2nc3ccc(Cl)cn3c2Cc2ccsc2)cc1
 : -7, -38
O=C1NC[C@@H](CCCCN2C[C@H](Cc3ccc(O)cc3)N(CCc3ccccc3)C(=O)C2=O)N(Cc2ccccc2)C1=O
 : 2, 12
Nc1ccc2c(c1)Cc1cc(N)c(Br)cc1-2
 : -7, -107
O=C1OC(CN(Cc2ccccc2)Cc2ccccc2)CN1N=Cc1ccc([N+](=O)[O-])o1 (configuration not stated)
 : -106, 17
CN(C)c1ccc(C(C(=O)NCc2ccccc2)N(Cc2ccco2)C(=O)c2snc(C(N)=O)c2N)cc1 (configuration not stated)
 : 0, -68
CCCCCCN1CCN(C2CN(Cc3cn(CCCC(=O)OC)nn3)S(=O)(=O)C2)CC1 (configuration not stated)
 : 1, 16
O=C(C1CCN(S(=O)(=O)c2cccc3cccnc23)CC1)N1CCN(C2CCCCC2)CC1
 : -17, -14
CSCCC(C(=O)NCc1ccccc1)n1c(Cc2cc(F)cc(F)c2)nc2ccccc21 (configuration not stated)
 : 1, 4
CCCCN1C[C@H](C)[C@@H](CC(=O)Nc2ccc(OC)cc2)C1=O
 : -1, 20
O=c1[nH]c2ccccc2n2c(-c3ccncc3)nnc12
 : -2, -8
CC(=O)N1CCN(C(=O)c2cc3c(s2)CCCC3)CC1
 : 1, 26
COCCNC(=O)C1(C)CCCN(C(=O)c2ccc(N(C)C)cc2)C1 (configuration not stated)
 : 3, 18
CCOC(=O)[C@]12CCC=C1N(Cc1ccc3c(c1)OCO3)C(=O)[C@H](CC(=O)NCC13CC4CC(CC(C4)C1)C3)C2
 : 2, 22
CN(C)c1ccc2c(=O)cc[nH]c2c1
 : -18, -393
CCOC(=O)c1cc(OCC)c2c(ccc3ccccc32)n1
 : 6, -92
COc1cccc(C2=Cc3ccc(F)cc3C(CC(C)=O)N2c2ccc(C#CC3(O)CCCCC3)cc2)c1 (configuration not stated)
 : -2, -389
O=C1NC(=O)C(Cc2ccc(Cl)cc2)(c2ccccc2)N1 (configuration not stated)
 : 1, 15
Nc1cc(Br)cc2c1[nH]c(=O)c1ccccc12
 : -4, -126
N#C/C(=C/c1ccc(-c2ccc([N+](=O)[O-])cc2)o1)c1nnc(N2CCOCC2)n1-c1ccccc1
 : -35, 19
Cc1ccc(S(=O)(=O)N2[C@H](CC(=O)c3ccc(Cl)c(Cl)c3)OC[C@@H]2C)cc1
 : 3, 24
O=C(c1[nH]c(C(F)(F)F)nc1-c1ccccc1)N1CCOCC1
 : 2, -2
CC1(C(=O)NS(=O)(=O)c2ccc(Br)cc2)CCN1C(=O)C1(c2ccccc2)CC1 (configuration not stated)
 : 4, 5
CC(=O)Nc1ccccc1OCCCN1CCC(C(O)(c2ccccc2)c2ccccc2)CC1
 : 1, 14
COc1ccc([C@H]2CC(=O)C[C@@H](CCn3cc(-c4cccnc4)nn3)O2)cc1
 : -5, 3
CCOC(=O)[C@]12CCCC=C1N(Cc1ccc(Cl)cc1Cl)C(=O)[C@H](CC(=O)NCCc1ccccc1OC)C2
 : -6, 9
CC(=O)NC(Cc1c[nH]c2ccccc12)C(=O)OCC(=O)N1CCN(S(=O)(=O)c2ccc(Cl)cc2)CC1 (configuration not stated)
 : 0, 8
Cc1cccc(C)c1-n1nnnc1C(c1ccnc2ccccc12)N1CCCC1 (configuration not stated)
 : 3, 10
CCOC(=O)C1(C)CCCN(C(=O)c2cccnc2)C1 (configuration not stated)
 : 2, 10
CCOC(=O)[C@]12CCCC=C1N(Cc1ccco1)C(=O)[C@H](CC(=O)NCc1cccc(C(F)(F)F)c1)C2
 : 0, 12
CN(C(=O)c1cccc(NC(=O)Cc2ccc(NC(=O)C3CCCN(C(=O)C4CC4)C3)cc2)c1)C1CCCCC1 (configuration not stated)
 : 2, 2
CN(C(=O)c1ccc(NC(=O)Cc2cccc(NC(=O)C3CCN(C(=O)c4ccccc4)CC3)c2)cc1)C1CC1
 : 0, 1
O=C1NC[C@@H](CCCCN2CCN(CCc3ccccc3)C(=O)C2=O)N(CC2CCCCC2)C1=O
 : 1, 17
C=CCNC(=S)N/N=C/c1ccc(C)c([N+](=O)[O-])c1
 : 1, 15
O=C(CCc1ccccc1)Nc1ccccc1OC(=O)c1ccccc1
 : 3, 1
O=C(Nc1nnc([C@H]2C[C@H](O)[C@@H](CO)O2)s1)NC1CCCCC1
 : 1, 5
CC(C)(C)c1ccc(CC(=O)N2CCC2(C)C(=O)NS(=O)(=O)c2ccc(F)cc2F)cc1 (configuration not stated)
 : 0, 11
COc1cc2oc(=O)cc(CN3CCN(c4ccc(Cl)c(Cl)c4)CC3)c2cc1Cl
 : -2, -3
Cc1ccc(N/N=C(\Cc2nc3ccccc3[nH]2)c2ccccc2)cc1
 : -26, -331
CCC(C)C(NC(=O)C(Cc1ccc(O)cc1)NC(=O)OCc1ccccc1)C(=O)OC (configuration not stated)
 : 0, 6
CC(C)(C)c1ccc(S(=O)(=O)NCCN2CCOCC2)cc1
 : 3, 26
COc1ccc(-c2nc3ccc(Br)cn3c2Cc2ccsc2)cc1OC
 : 0, -24

Entries above that have two or more sulfur atoms (2):
Second line of a record – SENP1 inh, SENP8 block
CCCS(=O)(=O)NC(=O)C1(C)CCN(C(=O)c2sccc2C)C1 (configuration not stated)
 : -2, 13
CC[C@H](C)[C@@H]1NC(=O)[C@@H](CC(C)C)NC(=O)[C@H](C(C)C)NC(=O)[C@H]2CSSC[C@H](NC1=O)C(=O)N2
 : -1, 20

The listing continues.
Second line of a record – SENP1 inh, SENP8 block
O=S(=O)(c1cnccc1N1CCN(CCO)CC1)N1CCCC1
 : 0, 3
CCCCC(=O)N(C)c1c(CC)nc2c(OCc3cccc(Cl)c3)cccn12
 : -2, 4
COc1cc(OC)cc(C(=O)N[C@H](C(=O)OCC(=O)N2CCN(S(=O)(=O)c3ccc(C)cc3)CC2)C(C)C)c1
 : 0, -2
COc1ccccc1-c1cccc([C@@H]2C[C@H]3[C@H](CON3C)CN2C)c1
 : 0, 16
CCc1nc2c(OCCOc3ccccc3)cccn2c1N(C)C(=O)c1cccs1
 : 1, 10
O=C1c2[nH]c(=O)[nH]c(=O)c2CN1Cc1ccccc1
 : 0, -167
O=C(Nc1cc(Cl)ccc1Cl)N1CCN(C(=O)Nc2cc(Cl)ccc2Cl)CC1
 : 2, 25
NCC(=O)NCC(=O)NC1(C(=O)O)CCCC1
 : 4, 3
CC(=O)NC(c1cccc(F)c1)c1nc(-c2csc3ccccc23)cs1 (configuration not stated)
 : 4, 15
CCCCC[C@@H]1CCCCC[C@H](O)C[C@H](O)[C@@H](O)/C=C/C(=O)O1
 : 3, 18
CS(=O)(=O)Nc1cccc(NC(=O)c2cccc3c(-c4cccc(C(N)=O)c4)coc23)c1
 : -1, 11
CC(=O)Nc1cccc(Nc2ccc(C#N)cc2)c1
 : -9, -364
O=C(Nc1ccccc1C(=O)O)c1ccc2c(c1)C(=O)N(c1cccc([N+](=O)[O-])c1)C2=O
 : 2, 14

Screening results from PubChem.
